Compound activity: PubChem BioAssay, National Center for Advancing Translational Sciences (NCATS)
HepG2 viability: qHTS for Inhibitors of TGF-b: Cytotox Counterscreen; HepG2 CAGA-GFP viability, ATP luminescence, 18 h; Potency, µM (titrated, usually from 46.1 µM), for inactives: top-dose activity change, negative = cytotoxicity, hits mostly cytotoxic; hit rate 0.76% among 410,000; AID 588856, 2011; note: potency is the fitted concentration of half-maximal effect; some results filed as inactive show a strong effect at the top dose
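HepG2 CAGA-GFP cells (1000/well, DMEM with 1% FBS) received compound, then TGF-beta at 500 pg/mL final, and were incubated 18 hours at 37 degrees C. Viability was read by CellTiter-Glo luminescence. Media-only wells were set as complete cell-killing and DMSO as no toxicity.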
TGFb inhibitor: qHTS for Inhibitors of TGF-b; HepG2 CAGA-GFP TGF-b/SMAD3 reporter, GFP fluorescence, 18 h; TGF-beta stimulated, 500 pg/mL final; AID 588855, 2011; hit rate 1.2% among 410,000; Potency, µM (highest dose often 46.1 µM), without a hit: at the top dose activity, negative = inhibition, most hits filed as inhibitors; note: potency is the fitted concentration of half-maximal effect; % is set by controls: 0 for no effect and ±100 for the full control effect; nearly all actives have a fitted effect of over 65% in size
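Inhibition was scored as loss of TGF-beta-induced (500 pg/mL final, 18 hours, 37 degrees C) GFP in HEPG2 cells carrying a CAGA-GFP reporter, in DMEM with 1% FBS. Well GFP was summed per cell; Activity was normalised to unstimulated and stimulated DMSO wells, then concentration-response fitting.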
Nrf2 inh: Nrf2 qHTS screen for inhibitors; A549 ARE-Fluc reporter, luciferase luminescence, 18-24 h; Potency, µM (doses to about 46 µM), for the others: top-dose activity change, negative = inhibition, most hits filed as inhibitors; hit rate 2.1% among 360,000; AID 504444, 2011; note: potency is the fitted concentration of half-maximal effect; % is set by controls: 0 for no effect and ±100 for the full control effect; nearly all actives have a fitted effect of over 60% in size
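Nrf2 function is reported as luminescence of an ARE-controlled luciferase in A549 cells. Compounds were tested at several concentrations, and a CellTiter-Fluor read on the same wells flagged cytotoxicity.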
MmCpn inh: Inhibitors of TCP-1 ring complex (TRiC) of Methanococcus maripaludis (MmCpn): qHTS | Chaperonin Mm-Cpn (Methanococcus maripaludis) | purified Mm-Cpn ATPase, ADP Transcreener TR-FRET | Potency, µM (titrated, usually from 76.9 µM), for the others: at the highest dose activity, negative = inhibition, hits mostly inhibitors | hit rate 0.031% among 330,000 | AID 504842, 2011; note: potency is the fitted concentration of half-maximal effect; % is set by controls: 0 for no effect and ±100 for the full control effect; nearly all actives have a fitted effect of over 80% in size
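Purified archaeal Mm-CPN (25nM final) preincubated 10 min at 37degC with compound, then 10uM ATP for 30 min at 37degC; ADP measured by HTRF Transcreener TR-FRET; buffer 30 mM TRIS pH 7.4, 100mM KCl, 5mM MgCl2, 1mM DTT.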
CCT chaperon mod: High-Throughput Screening for Modulators of Cytosolic Chaperonin Activity; AID 651819, 2012; purified chaperonin ATPase assay, HTRF ADP detection, 30 min; activity change, % (test concentration not listed), hits read low; hit rate 0.3% among 360,000; in the data active = activity change below about -30%; note: % is set by controls: 0 for no effect and ±100 for the full control effect
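ATPase activity: ADP formed was measured by HTRF Transcreener (665/615 nm ratio) after 30 min at 37 deg C with 10 uM ATP. Compounds screened at one 76 uM concentration against 40 or 20 nM TRiC in Tris pH 7.4/KCl/MgCl2/DTT buffer.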
A549 tox: Nrf2 qHTS screen for inhibitors: counterscreen for cytotoxicity; Potency, µM (titrated, usually from 46 µM), for inactives: at the highest dose activity change, negative = cytotoxicity, most hits filed as inhibitors; hit rate 0.16% among 390,000; A549 ARE-Fluc cells, CellTiter-Fluor viability, 18-24 h; AID 504648, 2011; note: potency is the fitted concentration of half-maximal effect; % is set by controls: 0 for no effect and ±100 for the full control effect
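Cytotoxicity counterscreen: CellTiter-Fluor fluorescence was measured in A549 ARE_Fluc cells after 18-24 h of compound exposure in a concentration series. The subsequent BugLite luminescent read reports ARE-luciferase activity.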
Abeta rescue: qHTS for compounds that reverse cellular toxicity of Amyloid beta (A-beta) peptide in yeast: Primary Screen; yeast expressing A-beta42, growth rescue, OD600, 48 h; response scale: 0% DMSO, 100% iron-clioquinol control; Potency, µM (highest dose often 46.1 µM), for the others: top-dose growth rescue, hits mostly activators; hit rate 0.063% among 410,000; AID 1347071, 2019; note: potency is the fitted concentration of half-maximal effect; nearly all actives have a fitted effect of over 55% in size
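Yeast A-beta toxicity model in growth medium with pinned compounds, 48 h at 30 C; growth read as absorbance at 600 nm. Normalized to FeCl3/clioquinol equimolar mix (positive) and DMSO (negative).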
pAkt inh: HTS Assay for Inhibitors of Akt Phophorylation: Primary Screen | activity change, % for hits at 50 µM | Neuro2A IGF-stimulated pAkt S473 HTRF, 20 min; stronger effect = lower value | AID 651550, 2012 | hit rate 0.32% among 360,000; in the data active = activity change below about -80%; inconclusive = mostly about -51% to -80%; note: % is set by controls: 0 for no effect and ±100 for the full control effect
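Neuro2A cells (4,500/well, DMEM with 0.5% FBS) were treated with compound at a single 50 µM final concentration, stimulated with 6 nM IGF for 20 min at 37 °C, and lysed. Phospho-Akt Ser473 was read by HTRF as 665/615 ratio ×10^4.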
Nrf2 activator: qHTS of Nrf2 Activators; AREc32 ARE-luciferase reporter (MCF7-derived line), luminescence, 24 h; Potency, µM (highest dose often 46.1 µM), for inactives: at the highest dose activation, hits mostly activators; hit rate 0.31% among 410,000; note: potency is the fitted concentration of half-maximal effect; % of control where 0% means no effect; nearly all actives have a fitted effect of over 65% in size
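Luminescent ARE reporter assay in AREc32_Fluc cells: overnight plating at 37 deg C, 24 hr compound incubation, Steady-Glo added, 30 min RT before reading.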
* = called active by the depositor; i = inactive; ? = inconclusive; · = no result given; [ ] = remark or other dose. Unless noted, calls come from the whole dose curve; as a rule, active = well fitted curve in the direction sought with a large enough effect; inconclusive = small, poorly fitted or top-dose-only effect, or another doubt; inactive = no such curve, though single readings can be large; an effect the other way counts as inactive or inconclusive.

SMILES	HepG2 viability	TGFb inhibitor	Nrf2 inh	MmCpn inh	CCT chaperon mod	A549 tox	Abeta rescue	pAkt inh	Nrf2 activator
Cc1cc(Nc2ccccc2C(=O)O)n2ncnc2n1	-6%	-2%	·	·	-0.6	·	-5%	i	0.0%
Cc1cc(NC(=O)c2ccc(C)o2)no1	-3%	7%	?	-3%	2.4	-1%	8%	i	4.0%
NC(=O)c1nsc(C(=O)N(c2ccccc2)C(C(=O)NCC2CCCO2)c2ccc(F)cc2)c1N (stereo not drawn)	-31%	-1%	?	-1%	-2.1	0%	1%	i	0.2%
OC(c1cc(F)cc(Cl)c1)c1ncc(-c2ccc(Cl)cc2)[nH]1 (stereo not drawn)	-70%	?	·	·	0.3	·	4%	i	0.0%
COc1ccc(S(=O)(=O)NCc2nc(-c3ccccc3)no2)cc1	1%	-30%	5%	·	·	3%	-7%	·	-1.6%
Cc1ccc(/C=C/C(=O)N2CCc3ccccc32)o1	-11%	-19%	?	-8%	1.6	0%	-79%[inhibitor]	i	11µM*
CCOc1ccc(-n2cc(C(=O)Nc3cccc(Cl)c3)c3cc(OC)c(OC)cc3c2=O)cc1	-2%	0%	-10%	-11%	1.6	-6%	-1%	i	-0.1%
CCOC(=O)N1CCC(NC(=O)C2CCN(S(=O)(=O)c3cccc4cccnc34)CC2)CC1	5%	-2%	-2%	-29%	-0.7	1%	0%	i	-0.3%
NS(=O)(=O)c1ccc(CCNC(=O)c2ccccc2-c2ccccc2)cc1	-39%	?	9%	-1%	-9.0	0%	-3%	i	-0.2%
O=C(CCCCCN1C(=O)c2cccc3cccc(c23)C1=O)N1CCOCC1	5%	12%	-16%	0%	0.8	4%	-4%	i	-0.5%
O=C(NC12CC3CC(CC(C3)C1)C2)N1CCN(c2ncccn2)CC1	-6%	-4%	2%	1%	1.0	6%	6%	i	0.4%
CCCNC(=O)CCNC(=O)c1ccc(C(C)(C)C)cc1	15%	-13%	-10%	-1%	-1.3	-5%	7%	i	-0.1%
CCC(=O)NC(c1ccco1)c1cc(Br)c2cccnc2c1O (stereo not drawn)	-18%	4µM*	·	-1%	·	·	-20%	·	-0.7%
CCc1ccc(OCC(=O)NC(=S)Nc2ccc(C(=O)O)cc2)cc1	-1%	-10%	0%	2%	-3.3	2%	7%	i	0.0%
CC1=Nc2cccc3cccc(c23)N1C	-15%	?	-22%	-6%	-3.0	16%	7%	i	-0.5%
CCCOc1ccc(C2C(=O)N(C3CCCCC3)CC(=O)N2CCC)cc1OC (stereo not drawn)	-18%	-3%	·	-1%	-1.7	-1%	14%	i	-0.3%
CCCCS(=O)CC(CS(=O)CCCC)OC(=O)c1ccc(C)cc1 (stereo not drawn)	3%	3%	4%	0%	-0.7	-19%	2%	i	0.2%
c1ccc(CSc2ncn(-c3ccccc3)n2)cc1	-20%	-9%	?	-1%	1.8	9%	-1%	i	2.7%
CCN(CC)CCN1CNC(=S)N(c2ccccc2OC)C1	-2%	-1%	4%	0%	-0.4	-8%	9%	i	-0.3%
COc1cc(C(=O)Nc2ccc(S(=O)(=O)NC(C)(C)C)cc2)cc(OC)c1OC	-1%	21%	-13%	0%	-0.9	-8%	2%	i	2.9%
COc1cc(-c2noc(CCC(=O)Nc3cc(C)ccc3C)n2)cc(OC)c1OC	-5%	?	-25%	·	·	2%	-7%	·	-0.9%
FC(F)Oc1ccc(NC(=S)N2CCc3ccccc32)cc1	5%	4%	?	3%	-5.1	-3%	?	i	7.0%
O=c1c2ccccc2nc(-c2ccc(Cl)cc2)n1CCCOc1ccccc1F	-2%	2%	-5%	·	·	0%	0%	·	6.8%
Clc1ccc(SCc2cc(-c3ccc(Cl)cc3)on2)cc1	1%	-25%	8%	1%	-3.9	-1%	-2%	i	0.1%
O=C(COc1nncc2ccccc12)NCC(F)(F)F	2%	-1%	-3%	0%	1.1	-3%	2%	i	0.0%

(continued)
SMILES	HepG2 viability	TGFb inhibitor	Nrf2 inh	MmCpn inh	CCT chaperon mod	A549 tox	Abeta rescue	pAkt inh	Nrf2 activator
Cc1ccc(NC(=O)C2CCCN(S(=O)(=O)c3ccc4c(c3)CCCC(=O)N4)C2)cc1Cl (stereo not drawn)	-21%	?	?	·	·	-14%	3%	·	-1.1%
COc1ccccc1OCc1nc(C#N)c(NCc2ccco2)o1	-2%	-7%	-14%	0%	0.5	-22%	3%	i	3.8%
CC(C)c1ccc(NC(=S)N2CCCC2)cc1	2%	-3%	?	1%	1.1	-5%	?	i	2.2%
O=C(Nc1nc2n(n1)C(c1ccc(F)cc1)C=C(c1ccccc1)N2)c1ccc(Cl)cc1 (stereo not drawn)	-5%	25%	?	·	·	-1%	4%	·	4.6%
Fc1ccc(C(c2nnc(-c3ccccc3)o2)N2CCN(c3ccccc3)CC2)c(Cl)c1 (stereo not drawn)	-27%	?	?	·	·	-4%	16%	·	2.1%
CC1CC(C)CN(S(=O)(=O)c2ccc(NC(=O)CN3C(=O)NC(C)(c4ccccc4)C3=O)cc2)C1 (stereo not drawn)	-24%	?	1%	-3%	-1.7	5%	11%	i	-0.7%
COC(=O)c1cccnc1SCc1ccccc1	-20%	14%	17%	2%	2.9	11%	-1%	i	4.9%
CCN1CCN(C(=O)CN(C)S(=O)(=O)c2ccc(OC)c(C)c2)CC1	3%	?	·	-4%	-0.9	20%	-5%	i	-0.9%
CN(CCC#N)C(=S)Nc1ccc(F)cc1	11%	-2%	9%	0%	-1.1	-1%	6%	i	0.4%
CCOC(=O)CN(C(=O)COc1nc(C)cc(C)c1C#N)c1ccc(F)cc1	-8%	5%	24%	2%	-1.4	4%	-7%	i	0.3%
CCn1c(NCc2cc(Cl)ccc2O)nc2ccccc21	-19%	-27%	?	2%	-1.1	-4%	5%	i	3.8%
C=CCn1c(=S)[nH]c2sc3c(c2c1=O)CCC3	-40%	-2%	?	-6%	1.5	0%	21%	i	0.3%
COC(=O)c1ccc(N/C=C/C(=O)c2ccccc2)cc1	-1%	0%	8%	-1%	-3.1	-9%	-12%	i	-0.4%
COc1ccccc1C(=O)Nc1cc2c(cc1N1CCCC1)n(C)c(=O)c(=O)n2C	-4%	5%	?	·	·	-2%	-11%	·	-0.8%
CCOc1ccc(NC(=O)CCC(=O)N/N=C2\CCCc3ccccc32)cc1	21%	10%	-13%	3%	0.4	-9%	-2%	i	0.1%
O=C(CCCNc1ccccc1)N/N=C/c1cccs1	5%	-1%	?	-19%	-0.9	2%	-7%	i	6.4%
COc1ccc(N2CCN(C(=O)COC(=O)c3cccc(S(=O)(=O)Nc4ccccc4OC)c3)CC2)cc1	-19%	-42%	?	-1%	-0.8	-3%	3%	i	0.6%
Cn1c(C(=O)N[C@@H](Cc2ccccc2)C(=O)NCCC(=O)O)cc2cc(Cl)ccc21	-17%	-3%	0%	-1%	0.4	1%	0%	i	-0.3%

Sorted by the number under CCT chaperon mod (smallest number first): 4 from the list above.
SMILES	CCT chaperon mod
COC(=O)c1ccc(N/C=C/C(=O)c2ccccc2)cc1	-3.1
CCOC(=O)CN(C(=O)COc1nc(C)cc(C)c1C#N)c1ccc(F)cc1	-1.4
CCN1CCN(C(=O)CN(C)S(=O)(=O)c2ccc(OC)c(C)c2)CC1	-0.9
CCOc1ccc(NC(=O)CCC(=O)N/N=C2\CCCc3ccccc32)cc1	0.4

Shown as a hit in Nrf2 activator, among the entries above:
compound | MmCpn inh | CCT chaperon mod | pAkt inh | Nrf2 activator
Cc1ccc(/C=C/C(=O)N2CCc3ccccc32)o1 | -8% | 1.6 | i | 11µM*

Among those listed so far, these have two or more sulfur atoms:
SMILES	HepG2 viability	TGFb inhibitor	Nrf2 inh	MmCpn inh	CCT chaperon mod	A549 tox	Abeta rescue	pAkt inh	Nrf2 activator
CCCCS(=O)CC(CS(=O)CCCC)OC(=O)c1ccc(C)cc1 (stereo not drawn)	3%	3%	4%	0%	-0.7	-19%	2%	i	0.2%
C=CCn1c(=S)[nH]c2sc3c(c2c1=O)CCC3	-40%	-2%	?	-6%	1.5	0%	21%	i	0.3%
